# Screens from PubChem BioAssay.
# M17LAP inhibition: P. falciparum M17LAP inhibitors, primary screen, biochemical, fluorogenic H-Leu-NHMec substrate, 1536-well (AID 1619) | recombinant M17LAP, H-Leu-NHMec fluorogenic kinetic assay; higher % means a stronger effect | one-dose inhibition, % at 30 µM; IC50 in µM for titrated hits | 220,000 tested, 0.38% active;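 active = compound inhibiting the enzyme by more than half at any dose during confirmatory dose-response retesting; inconclusive = strong single-dose inhibitors picked by rank but not retested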;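 note: plate controls were full reaction with DMSO carrier for no effect and no enzyme background for full effect; strong numbers were not always called active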
# GPR55 activation: selective activators of receptor GPR55 – imaging, U2OS cells, beta-arrestin-GFP redistribution, primary screen (AID 1961); 290,000 tested, 0.048% active; activation, % at 10 µM; hits with a dose series show EC50 in µM; U2OS GPR55 beta-arrestin-GFP redistribution imaging; higher % means a stronger effect;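 active = activation above 40% with more than 50 cells counted in the well; inconclusive = wells holding fewer than 50 cells, flagged as toxic or sparse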;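 note: U2OS osteosarcoma cells stably expressing GPR55 and beta-arrestin-GFP; plate controls were DMSO negative control for no effect and LPI positive control for full effect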
# Dynein cargo inh: dynein cargo transport inhibition | 3617.4 mouse cells, GR-EGFP nuclear translocation imaging; test concentration mostly 20 µM; stimulated with dexamethasone, 1 µM; hits give low values | z-score, hits read low | 220,000 tested, 0.47% active | AID 1381;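 active = plate z-score of nuclear minus cytoplasmic receptor signal below a set negative limit, without overly bright fluorescence or cell loss, cut at about -3.5 in these data, passing the limit was not always enough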;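 note: z-score of nuclear minus cytoplasmic ring GR-EGFP intensity difference per well; some compounds called inactive have numbers as strong as hits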
#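 Buffer or medium – tet-free medium with charcoal-stripped serum · Signal – automated 10x imaging of fixed Hoechst-stained cells · Also added – dexamethasone agonist, 1.0 µM final, for 30 min · Incubation – induction 48 h, compound 1 h, agonist 30 min · Read-out – GR-EGFP nuclear translocation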
# NOD1 inhibition: inhibition of NOD1-driven NF-kB reporter – cell-based, luminescence, uHTS, primary screen (AID 1578); NOD1-driven NF-kB luciferase reporter cells, luminescence; higher % means a stronger effect; inhibition, % at 4 µM; hits with a dose series show EC50 in µM; 290,000 tested, 1% active; in the data active = inhibition mostly above about 36%, no sharp cut-off; inactive = mostly below about 34%;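 note: HEK-293T reporter cells stimulated with the NOD1 agonist gamma-tri-DAP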
# NOD2 inhibition: NOD2 signaling inhibitors, cell-based, luminescence, uHTS, HEK293 (AID 1566); HEK293 NOD2/NF-kB luciferase reporter, luminescence; higher % means a stronger effect; inhibition, % at 4 µM, or EC50 in µM where a hit was titrated; 290,000 tested, 0.63% active; note: many of its hits are not listed in these tables
# KOR beta-arrestin-1: KOR agonists, beta-arrestin recruitment, primary screen, cell-based, luminescence, uHTS (AID 1777); KOR beta-arrestin recruitment, luminescence; higher % means a stronger effect; activation, % at 10 µM, or EC50 in µM where a hit was titrated; 280,000 tested, 0.02% active; in the data active = activation above about 50%, passing the limit was not always enough; note: a part of the inactive calls stands beside numbers as strong as those of hits
# AID2073: disruptors of CaV2.2 binding to Mint1 – biochemical, HTRF (AID 2073) | HTRF protein-protein interaction, Mint1-CaV2.2; higher % means a stronger effect | one-dose inhibition, % at 20 µM; IC50 in µM for titrated hits | 290,000 tested, 0.19% active; in the data active = inhibition mostly above about 51%, no sharp cut-off; inconclusive = no clear call, values can overlap the other calls; inactive = mostly below about 53%; note: some results filed as inactive read as strong as hits
# P. falciparum M1AAP: malaria alanyl aminopeptidase activity blockers – biochemical, fluorogenic H-Leu-NHMec substrate, 1536-well (AID 1445) | inhibition, % at 30 µM; hits with a dose series show IC50 in µM | 220,000 tested, 0.42% active | recombinant M1AAP, H-Leu-NHMec fluorogenic kinetic assay; higher % means a stronger effect;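 active = primary inhibition above the hit cutoff, then over 50% inhibition at one or more dose response concentrations, cut at about 23% in these data, passing the limit was not always enough; inconclusive = conflicting primary data, or primary hits not chosen for dose response; inactive = low primary inhibition, or under 50% at every dose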;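 note: plate controls were DMSO full reaction for no effect and no enzyme background for full effect; strong numbers were not always called active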
# KOR beta-arrestin-2: KOR antagonists, beta-arrestin recruitment, cell-based, luminescence, uHTS (AID 1778); KOR beta-arrestin recruitment, luminescence, antagonist mode; higher % means a stronger effect; one-dose inhibition, % at 10 µM; IC50 in µM for titrated hits; 290,000 tested, 0.091% active; note: strong numbers were not always called active
# Dynein cargo inh cytoplasmic EGFP: second read-out of Dynein cargo inh, no call of its own (marks repeat the call); z-score; measured here: cytoplasmic GR-EGFP intensity; hits give high values
# Dynein cargo inh nuclear GR-EGFP: further read-out of Dynein cargo inh, marked with its call; z-score; measured here: nuclear GR-EGFP intensity;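 lower value marks the stronger effect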
# Dynein cargo inh cell count: second read-out of Dynein cargo inh, no call of its own (marks repeat the call); z-score; measured here: cell count per field
# * hit, by the source's call; u = inconclusive; x = no result given; [ ] = dose if it differs, or a comment. Cut-off read from the data, not from the text of the source, unless noted: active = inhibition above about 50%; inactive = the rest.
SMILES,M17LAP inhibition,GPR55 activation,Dynein cargo inh,Dynein cargo inh cytoplasmic EGFP,Dynein cargo inh nuclear GR-EGFP,Dynein cargo inh cell count,NOD1 inhibition,NOD2 inhibition,KOR beta-arrestin-1,AID2073,P. falciparum M1AAP,KOR beta-arrestin-2
C/C(=N\NC(=O)c1ccn(C)n1)c1cccc(NC(=O)c2ccc(C)s2)c1,0%,1.1%,-0.72,-0.29,-0.56,0.69,-26%,-19%,-2.6%,2%,1%,3%
CCOc1cccc(OCCOc2ccc(C(=O)c3ccccc3)cc2)c1,-2%,0.1%,-0.3,-0.29,-0.26,0.42,-5%,8%,0.8%,-1%,6%,x
NS(=O)(=O)c1ccc(N=Nc2c[nH]c(=O)c(O)c2)cc1,33%,0.4%,-0.5,-0.27,-0.29,0.3,-10%,7%,1.8%,24%,9%,45%
Cc1ccccc1COC[C@H](CC(C)C)N1CCN(C(=O)c2cccc(C(F)(F)F)c2)CCC1=O,-4%,-0.3%,-0.74,-0.27,0.18,0.42,-23%,4%,-0.7%,-7%,-2%,-17%
Cc1ccc(-n2nc3c(c2NC(=O)c2ccc(OC(C)C)cc2)CS(=O)C3)cc1 (stereo not drawn),-2%,0.3%,-0.17,-0.32,-0.23,0.63,2%,5%,-3.7%,-4%,7%,6%
Cc1cc(C)cc(C(=O)NCC(=O)OCC(=O)c2cc(C)n(CC(F)(F)F)c2C)c1,1%,0.2%,0.024,0.044,0.57,0.5,-22%,13%,-2.1%,1%,4%,42%
COC(=O)c1cc(OC)c(OC)cc1NC(=S)Nc1cc(Cl)ccc1OC,7%,-0.2%,1.5,-0.2,0.94,-1.7,7%,19%,-1.4%,-52%,3%,-21%
COc1cc(OC)c(/C=N/NC(=O)c2ccc([N+](=O)[O-])cc2)cc1Br,4%,-0.1%,0.15,-0.21,-0.11,-0.66,9%,12%,-3.2%,6%,4%,11%
COc1ccc(CN2CCNC(=O)C2CC(=O)N(C)CC2CCOCC2)cc1C (stereo not drawn),x,0.0%,x,x,x,x,-39%,13%,0.3%,7%,x,2%
Cc1cc(S(=O)(=O)NCc2ccc3c(c2)OCO3)ccc1F,x,1.5%,x,x,x,x,-9%,13%,-6.9%,4%,x,-13%[20 µM]
COc1cccc(C(CC(=O)NCC2CCCO2)NS(=O)(=O)c2ccc(C)cc2)c1OC (stereo not drawn),-5%,-0.1%,-0.93,-0.2,-0.29,1.5,0%,-3%,-0.1%,7%,5%,38%
Fc1ccccc1CNC(=S)Nc1ccc(Cl)cc1,5%,-0.1%,-0.28,-0.21,0.26,0.044,-26%,-21%,4.7%,-17%,-1%,10%
CCn1c(SCC(=O)c2ccc(O)c(O)c2)nnc1-c1ccccc1OC,24µM*,-0.3%,0.59,-0.19,0.27,-0.64,-19%,-21%,2.0%,33%,23%,-1%
CCOC(=O)CC1COCCN1C(=O)c1ccc2oc(Cc3ccccc3)nc2c1 (stereo not drawn),x,0.7%,x,x,x,x,-61%,-20%,0.6%,11%,x,-11%
COc1ccc(N2CCN(C(=O)C3=NNC(=O)CC3)CC2)cc1,-6%,0.5%,-0.31,-0.18,-0.37,-0.012,-4%,22%,2.0%,1%,8%,x
CCOc1ccc2ccccc2c1C(=O)N1CCN(c2ccccc2)CC1,-3%,-0.1%,-1,-0.22,-0.46,0.77,-15%,-12%,-1.8%,1%,5%,15%
O=C(O)C1CCC(CNCc2ccncc2)CC1 (stereo not drawn),x,-0.3%,x,x,x,x,-5%,15%,0.9%,13%,x,-20%
CCOC(=O)C1=C(C)N(C)C(=S)NC1c1ccc(Cl)cc1Cl (stereo not drawn),-3%,0.3%,-0.021,-0.13,0.16,-0.16,-12%,-23%,-3.2%,0%,5%,x
CC(=O)c1cccc(N2Cc3ccccc3C2=NC(=O)CCl)c1,-1%,0.2%,-2.8,1.7,-1.1,-1.2,-6%,14%,8.5%,-10%,5%,-6%
CN(C(=O)COC(=O)c1ccc[nH]c1=O)C1CCCCC1,-2%,0.5%,-0.064,-0.34,-0.11,0.72,-10%,12%,-1.7%,-2%,-2%,12%
COc1ccc(CCNC(=O)C2CC(c3c(Cl)cccc3Cl)=NO2)cc1 (stereo not drawn),8%,-0.1%,0.054,-0.21,0.31,-0.14,0%,7%,-3.4%,8%,9%,12%
COc1ccc2c(c1)O[C@H](c1ccc3c(c1)OCO3)[C@@H](OC(=O)N[C@H]1CCCc3ccccc31)C2=O,-4%,0.2%,-0.21,-0.28,0.26,0.72,-30%,-17%,-3.5%,27%,-1%,6%
CCN(Cc1ccccc1)C(=O)CCS(=O)(=O)c1cc2c(cc1Cl)NC(=O)CO2,x,1.1%,x,x,x,x,3%,16%,-3.7%,-8%,x,15%[20 µM]
CCCCCCN(C(=O)CCCCCN1C(=O)NC(c2ccc(-c3ccccc3)cc2)C(C(=O)OCc2ccccc2)=C1C)C(C(=O)NCCCC)c1ccccn1 (stereo not drawn),0%,-0.1%,0.13,-0.79,0.13,0.075,-6%,-3%,2.7%,22%,-4%,19%
N#CC(c1ccccc1)N(CCCCl)C(=O)c1ccccc1 (stereo not drawn),3%,0.6%,0.93,-0.18,0.77,-1.7,21%,-8%,-1.4%,0%,11%,-27%
COC(=O)C(CC(=O)c1ccc(Br)cc1)n1cccn1 (stereo not drawn),x,-0.2%,x,x,x,x,-23%,-9%,3.8%,-7%,x,-4%
Cc1cccc(C(=O)Nc2nnc(COc3ccccc3)s2)c1,x,0.0%,1.7,-0.13,1.4,-1.5,-1%,18%,-3.4%,10%,x,-16%[20 µM]
CSc1n[nH]c2nc3c(c(=O)n12)C1(CCCCC1)Cc1ccccc1-3,2%,1.3%,0.64,-0.31,0.29,0.56,-8%,29%,0.1%,34%,10%,-33%
CN1C(=S)SC2CS(=O)(=O)CC21 (stereo not drawn),x,-0.3%,0.37,-0.24,0.71,-0.97,-9%,14%,6.8%,3%,x,-12%
COc1cc(C)c2c(c1C=O)Oc1c(c(C)c(O)c3c1C(O)OC3=O)OC2=O (stereo not drawn),20%,-0.2%,0.036,-0.26,0.17,0.085,6%,6%,2.5%,30%,27µM*,2%

# Next part, starting with the last 2 of the part before.
SMILES,M17LAP inhibition,GPR55 activation,Dynein cargo inh,Dynein cargo inh cytoplasmic EGFP,Dynein cargo inh nuclear GR-EGFP,Dynein cargo inh cell count,NOD1 inhibition,NOD2 inhibition,KOR beta-arrestin-1,AID2073,P. falciparum M1AAP,KOR beta-arrestin-2
CN1C(=S)SC2CS(=O)(=O)CC21 (stereo not drawn),x,-0.3%,0.37,-0.24,0.71,-0.97,-9%,14%,6.8%,3%,x,-12%
COc1cc(C)c2c(c1C=O)Oc1c(c(C)c(O)c3c1C(O)OC3=O)OC2=O (stereo not drawn),20%,-0.2%,0.036,-0.26,0.17,0.085,6%,6%,2.5%,30%,27µM*,2%
CC(C)S(=O)(=O)N1CCN(c2ccnc3cc(Cl)ccc23)CC1,6%,0.4%,-0.98,-0.29,-0.73,1.4,-1%,16%,1.8%,4%,15%,-13%
C/C(=N\NC(=O)c1cc(-c2cccnc2)nc2ccccc12)c1ccccc1O,10%,u,0.076,-0.0046,-0.21,-1.2,-32%,-13%,5.4%,19%,3%,30%
O=C(NC1CCN(S(=O)(=O)c2ccccc2)CC1)C1CCCCC1,-7%,0.4%,-0.75,-0.017,-0.51,0.13,-1%,6%,9.8%,-2%,-4%,-1%
C=C(C)CNC(=O)CCc1nnc(C2(c3ccc(Cl)cc3)CCC2)o1,8%,0.2%,0.47,-0.37,0.032,-0.61,-46%,-43%,4.4%,-6%,4%,-27%
Cc1cccc(C)c1NC(=O)c1cc(S(=O)(=O)N2CCc3ccccc32)cn1C,x,-0.1%,x,x,x,x,-14%,8%,-3.3%,8%,x,-9%[20 µM]
Fc1ccc(NC(=S)NCc2ccccc2Cl)cc1,1%,0.1%,0.57,-0.23,0.39,-0.43,16%,18%,1.2%,-6%,2%,4%
O=C(/C=C/c1ccco1)Nc1cccc(NC(=O)/C=C/c2ccco2)n1,4%,-0.1%,1.2,-0.14,1.4,-1.6,56%,-60%,2.1%,82%,14%,10%
O=C(Cc1ccccc1)NNS(=O)(=O)c1ccc(F)cc1,-5%,-0.1%,-1,-0.2,-0.67,0.1,-38%,1%,x,-7%,-3%,-20%[20 µM]
COc1ccc(C2/C=C\CN(CC(C)C)CC(=O)N2Cc2ccc(F)cc2)cc1 (stereo not drawn),-2%,-0.1%,-0.37,-0.76,-0.23,0.026,7%,14%,8.7%,-6%,5%,35%
NC(=O)[C@@H]1CC2(CC(c3cccc(NC(=O)[C@H]4CCC(=O)N4)c3)=NO2)CN1C(=O)c1ccc(Cl)cc1 (stereo partly drawn),12%,-0.2%,2.7,-0.68,1.4,-1.6,2%,2%,1.9%,14%,0%,25%
CCOC(=O)N1CCN(C(=O)CCn2c(=S)[nH]c3ccsc3c2=O)CC1,25%,0.1%,-0.35,-0.35,-0.13,0.79,-27%,12%,-5.6%,-15%,-1%,16%
C=CCc1c(C)nc(C)nc1N/N=C/c1ccccc1,29%,0.0%,-0.71,-0.11,-0.25,0.87,7%,23%,-1.8%,7%,2%,-2%
CC(O)c1nc2ccc(Cc3ccc4nc(C(C)O)[nH]c4c3)cc2[nH]1 (stereo not drawn),3%,-0.1%,-0.73,-0.3,-0.24,0.42,60%,-14%,9.7%,10%,-1%,-58%
CCOC(=O)c1sc(/N=C/C2=C(O)CC(C)(C)CC2=O)c(C(=O)OCC)c1C,3%,-0.1%,1.4,-0.2,1.2,-1.4,-52%,-45%,-4.2%,3%,6%,-14%
CC(=O)N(C)C1=C(N2CCOCC2)C(=O)c2ccccc2C1=O,5%,0.3%,-1.4,0.062,0.1,-0.32,-26%,9%,5.3%,-15%,8%,-3%
Cc1nc2c(c(-c3ccccc3)c1C#N)C(=O)c1ccccc1-2,11%,-0.1%,-0.3,-0.25,-0.34,0.38,-3%,15%,0.8%,-2%,1%,18%
CN1CCN(/N=C/c2nc(-c3cccc([N+](=O)[O-])c3)n3ccccc23)CC1,4%,-0.2%,-0.32,-0.18,-0.32,0.12,4%,-9%,2.1%,25%,13%,-38%
O=C(COc1ccccc1)NS(=O)(=O)c1ccc(Cl)cc1,x,0.0%,x,x,x,x,-13%,18%,-2.5%,6%,x,5%

# Not all compounds are listed; count on the stated rates, not on these rows.
